RGS12 GoLoco inh: qHTS Assay for Inhibitors of RGS12 GoLoco Motif Activity (Red Fluorophore); Gai1:RGS12 GoLoco peptide FP, rhodamine, 10 min; Guanine nucleotide-binding protein G(i) subunit alpha-1 (Homo sapiens), P63096; 230,000 tested, 0.44% active; AID 880, 2007; Potency, µM (highest dose often 61.6 µM), without a hit: at the highest dose activity, negative = inhibition, hits mostly inhibitors; active means well fitted inhibition curve with a large enough effect, not every such curve was filed as active; inactive means no such curve, though single readings can be large or run the other way; further: on the % scale 0 is the no-effect control and ±100 the full control effect; nearly all actives have a fitted effect of over 30% in size; many of its hits are not listed in these tables
Target sequence (P63096 whole entry, looked up): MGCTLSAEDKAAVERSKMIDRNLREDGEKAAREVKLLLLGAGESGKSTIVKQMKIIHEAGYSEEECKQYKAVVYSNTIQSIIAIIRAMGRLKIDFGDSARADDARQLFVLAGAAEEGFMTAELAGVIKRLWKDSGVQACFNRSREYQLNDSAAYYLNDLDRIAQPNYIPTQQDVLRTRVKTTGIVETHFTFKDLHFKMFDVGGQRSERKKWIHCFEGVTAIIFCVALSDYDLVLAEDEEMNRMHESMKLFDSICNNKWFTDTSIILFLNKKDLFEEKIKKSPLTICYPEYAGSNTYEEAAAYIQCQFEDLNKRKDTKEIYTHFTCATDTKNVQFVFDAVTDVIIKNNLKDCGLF
Epigenetic reg: Quantitative High-Throughput Screen for Regulators of Epigenetic Control | murine LDR cells, GFP reporter derepression, 30 h | Potency, µM (top dose mostly 53.9 µM), for inactives: at the highest dose GFP activation, hits mostly activators | 280,000 tested, 0.2% active; further: % of control where 0% means no effect; nearly all actives have a fitted effect of over 60% in size
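Readout is the number of GFP-expressing murine LDR cells, counted by cytometry following washing. Cells were treated with compound for 30 h at 37 C; the stably integrated CMV-GFP locus is normally silent.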
RECQ1 helicase: qHTS Assay for Inhibitors of RecQ-Like Dna Helicase 1 (RECQ1); 240,000 tested, 0.54% active; ATP-dependent DNA helicase Q1 (Homo sapiens), P46063; Potency, µM (highest dose often 57.3 µM), for inactives: at the top dose activity, negative = inhibition, most hits filed as inhibitors; RECQ1 DNA unwinding, red fluorescence kinetic read;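 further: plate controls were vehicle for no effect and no enzyme for full effect; nearly all actives have a fitted effect of over 30% in size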
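RECQ1T1 50 nM; forked duplex (20 bp + 30-nt ss tails) 200 nM, ATP 2 mM final; pH 8.0, 2 mM MgCl2, 2.5 ug/ml poly(dI-dC); 15 min compound preincubation; discontinuous kinetic read over 2 h at RT.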
SMN2 splice up: qHTS Assay for Enhancers of SMN2 Splice Variant Expression; HEK293 SMN2-luciferase splicing reporter, luminescence, 30-36 h; Potency, µM (doses to about 46.1 µM), without a hit: top-dose activity change, positive = activation, actives largely listed as activators; 210,000 tested, 2.8% active; AID 1458, 2008; further: % of control where 0% means no effect; nearly all actives have a fitted effect of over 55% in size
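HEK293 cells carry an SMN2 minigene-luciferase reporter in which exon 7 inclusion puts luciferase in frame. Cells were seeded at 2000 cells/well, attached for 10-12 hours, then exposed to compounds for 30-36 hours at 37C before ONE-Glo luminescence.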
NPSR antagonist: qHTS Assay for Antagonists of the Neuropeptide S Receptor: cAMP Signal Transduction. Q6W5P4. CHO-NPSR cells, cAMP TR-FRET, antagonist mode. Potency, µM (doses to about 38.3 µM), for inactives: at the top dose activity change, negative = inhibition, actives largely listed as inhibitors. 220,000 tested, 1% active. AID 1461, 2008; further: on the % scale 0 is the no-effect control and ±100 the full control effect; nearly all actives have a fitted effect of over 50% in size; many of its hits are not listed in these tables
Target sequence (Q6W5P4 whole entry, looked up): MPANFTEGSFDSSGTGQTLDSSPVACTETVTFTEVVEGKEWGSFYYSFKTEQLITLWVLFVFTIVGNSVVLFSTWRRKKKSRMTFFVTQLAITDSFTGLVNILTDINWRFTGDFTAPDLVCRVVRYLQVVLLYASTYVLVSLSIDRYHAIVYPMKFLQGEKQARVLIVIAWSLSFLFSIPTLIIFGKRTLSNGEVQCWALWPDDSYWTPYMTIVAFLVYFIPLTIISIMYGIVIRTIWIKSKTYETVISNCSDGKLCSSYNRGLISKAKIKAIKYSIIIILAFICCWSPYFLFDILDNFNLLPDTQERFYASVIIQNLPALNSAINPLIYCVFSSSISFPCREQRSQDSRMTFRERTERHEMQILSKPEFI
JMJD2E inh: qHTS Assay for Inhibitors of Human Jumonji Domain Containing 2E (JMJD2E); JMJD2E catalytic domain, FDH-coupled NADH fluorescence (FDH is formaldehyde dehydrogenase); Potency, µM (top dose mostly 57.1 µM), for the others: at the highest dose activity change, negative = inhibition, actives largely listed as inhibitors; 230,000 tested, 1.6% active; active means well fitted inhibition curve with a large enough effect, not every such curve was filed as active; inconclusive means small, poorly fitted or top-dose-only effect, or another doubt; inactive means no such curve, though single readings can be large or run the other way;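 further: 0% = wells with enzyme and -100% = buffer wells without enzyme; nearly all actives have a fitted effect of over 50% in size; many of its hits are not listed in these tables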
Target sequence (B2RXH2 1-337 limits assumed): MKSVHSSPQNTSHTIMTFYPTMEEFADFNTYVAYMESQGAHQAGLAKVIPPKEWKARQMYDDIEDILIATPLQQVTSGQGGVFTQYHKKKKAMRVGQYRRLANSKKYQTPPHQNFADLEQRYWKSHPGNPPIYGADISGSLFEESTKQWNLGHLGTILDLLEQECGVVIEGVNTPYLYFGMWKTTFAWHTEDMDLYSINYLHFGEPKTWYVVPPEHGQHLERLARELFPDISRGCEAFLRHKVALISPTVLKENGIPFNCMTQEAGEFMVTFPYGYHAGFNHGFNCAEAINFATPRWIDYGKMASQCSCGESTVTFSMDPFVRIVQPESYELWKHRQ
KinaseGlo FLuc: Counterscreen for Luciferase (Kinase-Glo TM) Inhibition; Kinase-Glo luciferase, ATP luminescence, 8 min; 200,000 tested, 0.28% active; Potency, µM (series often up to 38.3 µM), for the others: top-dose activity change, negative = inhibition, usual class: inhibitors; Luciferin 4-monooxygenase (Photuris pensylvanica), Q27757; further: on the % scale 0 is the no-effect control and ±100 the full control effect; nearly all actives have a fitted effect of over 60% in size
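Inhibition of Kinase-Glo luciferase light generation was assessed at 10 uM ATP in pH 7.2 imidazole buffer, with luminescence measured after eight minutes at ambient temperature.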
IMPase Li cell: qHTS Assay for Identifying the Cell-Membrane Permeable IMPase Inhibitors: Potentiation with Lithium; CHO-M1 cells, IP1 TR-FRET (IP-One), carbachol + lithium; Potency, µM (doses to about 59.4 µM), without a hit: at the highest dose activity, negative = IMPase inhibition, hits mostly inhibitors; 210,000 tested, 0.35% active; AID 1457, 2008;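 further: IP1 builds up when IMPase is blocked and the TR-FRET signal falls; plate controls were basal vehicle for no effect and high inhibitor control for full effect; nearly all actives have a fitted effect of over 50% in size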
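CHO cells stably expressing M1 receptor (2000/well, cultured 16–30 h) treated 30 min at 37C with compound plus low lithium. Cytosolic IP1 by TR-FRET (665/620 ratio and 620 channel) after 10 min lysis; AC50 by Hill fit.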
The depositor's hits bear a star; i = inactive; ? = inconclusive; nt = not tested or not shown; [ ] = dose if it differs, or a comment. Unless noted, the call rests on the fitted dose curve; in most records, active means well fitted curve in the direction sought with a large enough effect; inconclusive means small, poorly fitted or top-dose-only effect, or another doubt; inactive means no such curve, though single readings can be large; an effect the other way counts as inactive or inconclusive. Potency means the concentration at half of the fitted maximal effect. Only part of the results is shown (hit frequency here may not be typical).

| SMILES | JMJD2E inh | RGS12 GoLoco inh | SMN2 splice up | RECQ1 helicase | IMPase Li cell | KinaseGlo FLuc | NPSR antagonist | Epigenetic reg |
| --- | --- | --- | --- | --- | --- | --- | --- | --- |
| Cc1cc2nc(CS(=O)(=O)c3ccccc3)cc(=O)n2[nH]1 | -5% | -4% | 15% | -22% | 6% | 0% | 13% | -0.4% |
| CN(C)/C=N/S(=O)(=O)c1cccn1-c1ncc(C(F)(F)F)cc1Cl | 4% | -8% | 12% | i | -3% | 2% | 8% | 6.2% |
| C=CCNC(=S)N/N=C/c1ccc(-c2ccc(Br)cc2)o1 | ? | 9% | -6% | -9% | 9% | -6% | -15% | 0.0% |
| O=C(CCC(=O)NNc1nc2ccccc2c2nc(-c3ccccc3)nn12)NCCCN1CCCC1=O | -13% | 9% | -22% | -2% | -1% | 3% | 7% | -1.8% |
| COCCn1c(Cc2ccccc2)nnc1SCc1nc2ccccc2c(=O)[nH]1 | -18% | 26% | 1% | -8% | 4%[38.3 µM] | -4% | -10%[46.1 µM] | -0.9% |
| C=CCOC(=O)/C(=C\C=C\c1ccccc1)NC(=O)c1ccccc1 | -7% | 13% | 10% | -3% | -3% | 4% | -23% | -1.0% |
| COc1ccc(OCCC(=O)OCC(=O)Nc2cccc(Br)c2)cc1 | 1% | -4% | -4% | i | 3% | 2% | 19% | 0.0% |
| Cc1c(C=O)c2ccccc2n1CC(=O)O | 3% | -11% | nt | -1% | 5% | -3% | 1% | 0.0% |
| COc1ccc(-n2c(SCC(=O)Nc3ccc4c(c3)OCO4)nnc2C(C)N2CCCCC2)cc1 (stereo unspecified) | 7% | 8% | -3% | -6% | 5%[38.3 µM] | 0% | -17%[46.1 µM] | -1.0% |
| O=C(CN(Cc1cccs1)C(=O)CN1C(=O)COc2ccccc21)NCc1ccco1 | 4% | -9% | 41% | -12% | 24%[38.3 µM] | -4% | -14%[46.1 µM] | 1.0% |
| COCCOC(=O)c1c(C)oc2ccc(NS(=O)(=O)c3cccs3)cc12 | -25% | 18% | nt | -29% | 17% | 0% | 43% | 3.9% |
| CSc1oc(-c2ccc(F)cc2)nc1S(=O)(=O)c1ccc(F)cc1 | ? | -6% | -10% | -11% | -3%[38.3 µM] | 2% | -11%[46.1 µM] | 0.8% |
| COc1ccccc1NC(=O)CSc1nnc(CCC(=O)Nc2ccccc2F)n1C | -4% | 4% | nt | i | nt | nt | 7% | 2.0% |
| Cc1c(C(=O)NCCO)sc2nc3n(c(=O)c12)CCC3 | -26% | -2% | nt | i | 0% | 3% | -15% | 2.5% |
| COC(=O)c1ccc(CN2C(=O)NC3(CCCCC3C)C2=O)o1 (stereo unspecified) | -2% | -1% | -10% | i | -12%[38.3 µM] | 13% | -16%[46.1 µM] | 3.2% |
| CNC(=O)c1cc2ccccc2o1 | -5% | -6% | 22% | -7% | 1% | -1% | -1%[46.1 µM] | -2.0% |
| Cc1cc(C)n(-c2nc(Nc3ccccc3)nc(-n3nc(C)cc3C)n2)n1 | -5% | -5% | -18% | -3% | ? | 1% | 4%[46.1 µM] | 0.3% |
| CC(C)c1cnc(NC(=O)Cc2ccccc2)s1 | nt | 9% | ? | i | -1% | nt | nt | 2.1% |
| Nc1ncnc2c1ncn2Cc1ccccc1 | -4% | 7% | -5% | 9% | 0% | 0% | 25% | 2.3% |
| CCc1ccc(NC(=S)/N=C(\N)Nc2nc(C)c3cc(CC)ccc3n2)cc1 | -8% | 13% | 1% | i | 11% | -3% | -3% | 1.1% |
| S=C(Nc1cccc(Br)c1)c1ccccc1 | -1% | -3% | nt | -17% | 3% | -36% | -18% | 0.0% |
| COCCCN(C(=S)NC(=O)C(C)(C)C)c1c(N)n(Cc2ccccc2)c(=O)[nH]c1=O | -17% | 8% | nt | -2% | nt | nt | -11% | 0.1% |
| CCOc1ccc(C(C)(N)C(=O)O)cc1 (stereo unspecified) | 5% | 9% | ? | i | -4%[38.3 µM] | 5% | -2%[46.1 µM] | -1.0% |
| CCC(=O)N(Cc1cccs1)C1CCOC(C)(C)C1 (stereo unspecified) | 1% | -10% | -13% | 10% | -10%[38.3 µM] | 10% | 12%[46.1 µM] | -0.2% |
| O=C(COC(=O)c1ccc(NS(=O)(=O)c2ccc(Br)s2)cc1)NC1CCCC1 | 7% | -3% | 5% | i | 4% | 1% | -21% | -2.9% |
| Cc1cc(C)c(NC(=O)CSc2nnc(Cc3cccn3C)n2-c2ccc(F)cc2)c(C)c1 | -4% | -8% | -11% | -17% | -4%[38.3 µM] | 0% | -3%[46.1 µM] | 0.8% |
| O=S(=O)(Nc1ccc(Cl)cc1)c1ccc(N2CCOCC2)c(NC(=S)NC2CC2)c1 | -15% | 1% | -5% | -3% | 3% | -1% | -35% | -3.5% |
| Cn1c(SCC(=O)c2ccccc2)nc2cccnc21 | 6% | 3% | -17% | -1% | -4%[38.3 µM] | -2% | 22%[46.1 µM] | 0.0% |
| O=C(NNC(=O)c1c(F)cccc1F)c1sccc1-n1cccc1 | 1% | 3% | 3% | -11% | -4% | 0% | 13% | 1.8% |
| CC(=O)c1cccc(NC(=O)COC(=O)COc2ccc(Cl)cc2)c1 | 2% | 14% | -15% | 6% | 11% | 5% | 9% | -0.4% |
| N=C1C(c2ccccc2)=C(O)CN1CCO | -12% | 2% | nt | i | -3% | nt | -15% | -0.2% |
| Clc1ccccc1CSC1=NCCN1 | 7% | 8% | 8% | -12% | 7% | -2% | 25% | 4.6% |
| C=CCN1C(=O)C(O)(CC(=O)c2ccccn2)c2ccccc21 (stereo unspecified) | 3% | -7% | -15% | 17% | 4% | 2% | 9% | 1.9%[10.1 µM] |
| O=C(COc1ccccc1)Nc1ccncc1 | -22% | 9% | nt | i | -2% | -7% | 8% | 1.0% |
| Cc1c(C(=O)O)sc2nc(SCC(=O)Nc3ccc(S(=O)(=O)NCCCC(=O)O)cc3)[nH]c(=O)c12 | -19% | 7% | -5% | 29% | -3% | 0% | 22% | 0.0% |
| NS(=O)(=O)c1cccc(NC(=O)COC(=O)c2cc(Cl)ccc2[N+](=O)[O-])c1 | 6% | 2% | nt | -1% | nt | nt | -2% | 0.0% |
| Cc1ccc2c(c1)N(CC(=O)NCc1cccnc1)C(=O)CO2 | 5% | 8% | -1% | i | 8% | 0% | 1% | -1.0% |
| CC(C)c1nnc(NC(=O)CCC(=O)NC2CCCc3ccccc32)s1 (stereo unspecified) | 0% | 8% | 6% | -4% | -4% | 6% | -6% | 1.1% |
| COc1ccc(C(O)c2nccn2Cc2ccccc2)cc1OC (stereo unspecified) | 9% | -3% | -29% | -11% | -1%[38.3 µM] | -4% | -4%[46.1 µM] | -2.5% |
| CCCCNC(=O)Cn1c(-c2ccc(OC)cc2)noc1=O | 6% | 0% | -13% | -4% | -5%[38.3 µM] | -4% | -2%[46.1 µM] | -4.0% |
| O=[N+]([O-])c1c(N2CCN(CCO)CC2)nc2ccccn12 | -1% | 4% | nt | 25% | nt | nt | -20% | -1.3% |
| CC(=O)C1=C(NC(=O)c2ccc(C(F)(F)F)cc2)C[C@@H]2[C@H]1C2(C)C | 4% | 12% | nt | 22% | nt | nt | -59% | -1.2% |
| CCOC(=O)C(=O)c1c(C)cc2ccccn12 | 5% | 10% | 10% | -12% | 7% | 3% | 2% | 0.9% |
| CCc1ccc(C(=O)COC(=O)c2nn(C)c(=O)c3ccccc23)cc1 | -2% | 9% | 1% | -12% | 5% | 0% | 4% | 1.1% |
| Cn1nc(C(F)(F)F)cc1Oc1ncc(C(F)(F)F)cc1Cl | 1% | -2% | -5% | i | 1% | -4% | -16% | -0.4% |
| O=C(NNC(=O)C1CC=CCC1C(=O)O)c1ccc(Cl)cc1 (stereo unspecified) | 2% | -7% | 10% | 31% | 1% | 2% | 18% | 1.1% |
| O=C(COc1ccc([N+](=O)[O-])cc1)NCc1ccccc1 | 1% | 7% | -1% | -7% | -14%[38.3 µM] | -4% | -15%[46.1 µM] | 0.1% |
| CCOC(=O)c1c(Cl)c(C)nn1-c1nc(OC)cc(OC)n1 | 8% | 6% | -7% | -2% | -8% | -2% | 1% | -4.6% |
| O=C(NCCC1=CCCCC1)c1cc2c(s1)CS(=O)(=O)C2 | 0% | -1% | ? | i | 14%[38.3 µM] | -2% | -4%[46.1 µM] | -3.9% |
| CC(NC(=O)COc1ccc([N+](=O)[O-])cc1)c1ccccc1 (stereo unspecified) | 3% | 10% | -12% | i | 7% | -1% | 3% | -2.7% |
| Cc1cc(NC(=O)c2n[nH]c(=O)c3ccccc23)ccc1Br | 16% | -6% | nt | i | nt | nt | -1% | 1.2% |
| O=C(Nc1cc(C(F)(F)F)ccc1N1CCOCC1)c1n[nH]c(=O)c2ccccc12 | -8% | 3% | -19% | i | 18%[38.3 µM] | 1% | -22%[46.1 µM] | -5.9% |
| c1ccc(OCc2nn3c(-c4ccco4)nnc3s2)cc1 | -2% | 0% | -17% | -19% | 11%[38.3 µM] | 1% | -7%[46.1 µM] | 0.8% |
| CC(=O)c1ccc(C(=O)N2CCc3c([nH]c4ccccc34)C2c2ccccn2)s1 (stereo unspecified) | 8% | 28% | nt | i | 18% | 1% | 57% | 3.8% |
| CCCCNCCOCCSc1ccc(Cl)cc1 | -4% | -15% | -12% | -16% | 4%[38.3 µM] | -1% | 1%[46.1 µM] | -1.1% |
| Cn1c(=O)cc(SCC(=O)NCCC2=CCCCC2)c2ccc(Cl)cc21 | 4% | -4% | 2%[1.84 µM] | -5% | 0% | 1% | -8% | 0.0% |
| Cc1ccccc1Cn1cnc2c([N+](=O)[O-])c(C)c(C)cc21 | 1% | 8% | -7% | -3% | 10%[38.3 µM] | -3% | -27%[46.1 µM] | 0.9% |

Compound activity deposited in PubChem BioAssay by National Center for Advancing Translational Sciences (NCATS).
